MT1-MMP act inh – blockers of MT1-MMP proenzyme processing, primary screen, HT1080 RFP-PRO-GFP cells, GFP/RFP fluorescence; GFP/RFP ratio fluorescence, overnight; percent of plate control window, DMSO zero; GFP/RFP ratio change, % at 20 µM; Matrix metalloproteinase-14 (Homo sapiens), P50281; 0.061% of 360,000 active;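 active = GFP/RFP ratio change of at least 30% with cell ATP level not reduced by more than half and red fluorescence within 50% of control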; also: strong numbers were not always called active
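Test system: HT1080 cells expressing an RFP-PRO-GFP fluorescent reporter construct / Compound dosing: single-point 20 µM compound, 1% DMSO / Schedule: cells overnight before dosing, compound overnight, 37 °C, 5% CO2 / Evaluation: GFP/RFP fluorescence ratio / Control set: DMSO and RFP-L50D-GFP cell wells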
FAS TE block – FAS thioesterase domain inhibitors, primary screen, biochemical, fluorescence intensity, uHTS. Fatty acid synthase (Homo sapiens), P49327. recombinant FAS-TE, OMFH fluorogenic substrate, fluorescence endpoint. inhibition, % at 15 µM. 0.67% of 360,000 active;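 active = compounds whose normalised, plate-corrected inhibition of enzyme fluorescence in the single-dose primary screen is 50% or more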;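 also: 0% = DMSO with enzyme and 100% = substrate without enzyme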
CendR NRP1 mod – modulators of CendR peptide binding to NRP-1, primary screen, biochemical, fluorescence polarization, uHTS; Neuropilin-1 (Homo sapiens), O14786; FAM-RPARPAR peptide binding to NRP-1; inhibition, % at 25 µM; AID 602438, 2012; 0.85% of 360,000 active;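 active = inhibition or corrected inhibition above about 18%, plus a signal ratio from 0.5 to 1.5, limit read from the data, passing the limit was not always enough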; also: strong numbers were not always called active
SKN-1 block – suppressors of acrylamide-induced Pgst-4::GFP reporter in worms, primary screen, SKN-1 inhibitor project, whole organism, uHTS, GFP/RFP fluorescence ratio, strain VP596. C. elegans VP596 Pgst-4::GFP/RFP ratio, 24 h. inhibition, % at 21.8 µM. 0.49% of 360,000 active;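 active = interference check ratio from 0.5 to 1.5 plus GFP to RFP signal ratio inhibition reaching or exceeding a fixed threshold, cut at about 30% in these data, passing the limit was not always enough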; also: some compounds called inactive have numbers as strong as hits
Neddyl block – inhibitors of cullin neddylation, primary screen, biochemical, TR-FRET, uHTS, NAE and Ubc12; calls only at 25 µM; 0.58% of 360,000 active; AID 651699, 2012; in the data active = inhibition above about 36%
eLon inh – inhibitors of E. coli Lon protease, primary screen, biochemical, fluorescence polarization | inhibition, % at 7.94 µM | purified E. coli Lon protease | AID 602123, 2011 | 0.42% of 360,000 active | P0A9M0; in the data active = inhibition above about 13%, passing the limit was not always enough;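 also: 0% = enzyme with probe and DMSO and 100% = no enzyme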
Target sequence (P0A9M0 whole entry, looked up): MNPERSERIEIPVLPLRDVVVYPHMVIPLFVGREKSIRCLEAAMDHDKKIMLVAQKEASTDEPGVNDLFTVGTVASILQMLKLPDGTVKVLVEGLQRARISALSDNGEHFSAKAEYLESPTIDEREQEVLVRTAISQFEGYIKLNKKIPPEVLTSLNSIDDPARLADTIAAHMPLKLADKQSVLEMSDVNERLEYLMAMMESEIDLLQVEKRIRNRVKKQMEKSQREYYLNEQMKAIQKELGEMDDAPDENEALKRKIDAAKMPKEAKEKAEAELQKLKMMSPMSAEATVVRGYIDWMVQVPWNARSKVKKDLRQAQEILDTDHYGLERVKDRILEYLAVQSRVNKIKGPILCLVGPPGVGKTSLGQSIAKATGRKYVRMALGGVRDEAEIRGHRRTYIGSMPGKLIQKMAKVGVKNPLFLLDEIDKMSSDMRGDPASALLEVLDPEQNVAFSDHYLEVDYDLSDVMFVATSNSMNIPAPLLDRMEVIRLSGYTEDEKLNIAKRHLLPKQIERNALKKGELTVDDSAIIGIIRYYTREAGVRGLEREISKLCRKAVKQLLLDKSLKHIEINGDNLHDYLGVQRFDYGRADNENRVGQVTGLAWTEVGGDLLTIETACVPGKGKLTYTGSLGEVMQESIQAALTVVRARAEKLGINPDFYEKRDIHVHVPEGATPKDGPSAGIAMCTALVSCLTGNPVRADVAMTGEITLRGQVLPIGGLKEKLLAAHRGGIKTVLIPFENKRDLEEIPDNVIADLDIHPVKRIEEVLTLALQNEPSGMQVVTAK
Rin1-Abl PPI inh – inhibitors of Rin1-Abl protein binding, primary screen, biochemical, TR-FRET. inhibition, % at 7.35 µM. 0.4% of 360,000 active. AID 588664, 2011; in the data active = inhibition above about 5%, passing the limit was not always enough
MsrA inhibitor – bovine MsrA enzyme inhibitors, primary screen, biochemical, absorbance, HTS. Methionine sulfoxide reductase A (Bos taurus). purified bovine MsrA, absorbance read-out. inhibition, % at 15.5 µM. 0.75% of 360,000 active; in the data active = inhibition above about 4.5%;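 also: 0% = vehicle wells with enzyme and 100% = reference inhibitor wells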
MsrA act – bovine MsrA enzyme activators, primary screen, biochemical, absorbance, HTS; Methionine sulfoxide reductase A (Bos taurus); purified bovine MsrA, absorbance read-out; activation, % at 10.6 µM; 0.3% of 360,000 active; AID 602163, 2012; in the data active = activation above about 7.5%;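 also: 0% = vehicle and 100% = reference activator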
Active calls of the source: *; i = inactive; . = no result given.

SMILES	MT1-MMP act inh	FAS TE block	CendR NRP1 mod	SKN-1 block	Neddyl block	eLon inh	Rin1-Abl PPI inh	MsrA inhibitor	MsrA act
Cc1ccnc2nc(C(=O)OCC(=O)NCCc3ccc(Cl)cc3)nn12	-5.7	-9.7	-8.2	2.7	i	0.9	-3.0	0.0	-5.9
CC1=C(C#N)C(c2cccnc2)C2=C(CC(C)(C)CC2=O)N1 (centres undefined)	3.3	-4.7	11.9	6.5	.	-2.3	0.0	0.8	0.0
Cc1oc2ccc(NS(=O)(=O)c3cccc4cccnc34)cc2c1C(=O)OC(C)C	-3.7	26.4	10.7	-2.2	i	3.5	0.4	-1.2	-3.2
Cc1cc(O)ccc1-c1cnc2ccccc2n1	-3.5	-1.0	1.0	-4.4	i	-7.2	-0.7	2.3	-13.9
CCC1Nc2ccccc2-c2nnc(SC)nc2O1 (centres undefined)	7.3	-3.0	-5.8	-21.6	i	-4.1	-6.2	2.8	-3.1
CCc1nn(CC(=O)NCCCN2CCOCC2)c(=O)c2cc3sccc3n12	4.3	0.6	-3.8	5.4	i	4.3	-1.7	2.3	0.4
Cc1nc2c(ccc3nc(NC(=O)C(c4ccccc4)c4ccccc4)sc32)s1	7.6	31.7	-7.7	-10.0	i	-14.5	1.5	-1.1	4.0
O=C(Nc1nnc(S(=O)(=O)N2CCCCC2)s1)c1ccc(Cl)cc1	-6.5	3.1	-0.1	4.2	i	6.5	-4.0	-0.1	-1.7
Cc1ccc2c(c1)N(CC(=O)N1CCCCCC1)C(=O)c1cccnc1O2	1.9	-6.3	10.1	-0.1	i	0.3	1.0	0.2	-0.7
CC(=O)Nc1ccc(C(=O)OCC(=O)Nc2ccccc2Sc2ccccc2)cc1	-0.7	23.6	-1.1	4.5	i	2.8	-2.0	-0.1	-0.1
COc1ccc(NC(=O)CN(C)C(=O)C2CC(=O)N(c3ccc4c(c3)OCCO4)C2)cc1 (centres undefined)	2.2	-6.2	-2.9	8.0	i	-8.9	-0.1	-0.8	-7.3
COc1ccc(CNc2c(C(=O)O)cnc3c2cnn3C)cc1	0.0	-9.0	0.8	-8.7	i	-0.3	0.2	0.6	-11.1
CCN(CC)S(=O)(=O)c1ccc(Cl)c(NC(=O)COc2ccc(OC)cc2)c1	-0.5	-3.4	1.3	-13.1	i	9.7	-3.2	-0.2	-2.2
Cc1ccc(/C(O)=C2\C(=O)C(=O)N(CC(C)O)C2c2ccc(N(C)C)cc2)cc1 (centres undefined)	3.0	-3.5	-4.9	1.5	i	2.1	-1.1	3.2	-1.5
CCOC(=O)c1sc(NC(=O)CCSC)nc1C	1.6	-1.9	-8.1	11.0	i	-1.9	0.7	0.4	-0.3
COc1cccc(N2C(=O)CC(NNC(=O)c3cccs3)C2=O)c1 (centres undefined)	11.5	-8.5	-4.9	3.3	i	-18.8	-0.6	-0.6	-0.4
Cc1cc(NC(=O)CSCC(=O)OCc2nnc(-c3ccccc3)o2)no1	1.1	-5.2	-11.7	-18.2	i	10.1	0.2	0.7	-11.7
COc1cccc(CNS(=O)(=O)c2ccc3c(c2)CC(C)N3C(=O)C2CCC2)c1 (centres undefined)	0.3	5.2	4.1	2.1	i	-4.3	1.5	0.0	-3.9
CCOc1cc(N2CCOCC2)c(OCC)cc1NC(=O)Cc1cn2ccsc2n1	1.3	-3.0	-12.9	-14.5	i	-2.7	-2.7	-0.4	-2.2
CCCCn1c(SCC(=O)N2CCCCC2)nc2cc(S(N)(=O)=O)ccc21	-1.5	-8.2	-5.4	0.3	i	-10.2	0.8	0.0	-0.6
O=C(NCCNC(=O)c1cnccn1)c1ccc(Cl)c(Cl)c1	3.2	1.7	4.5	-1.7	i	1.5	-0.7	-0.4	-2.0
O=C(Nc1cccc(O)c1)c1ccc(C(=O)c2ccccc2)o1	1.7	-4.4	-0.2	1.9	i	-9.4	1.2	0.6	-4.8
CCOC(=O)C1(C)NC(c2ccco2)C2C(=O)N(c3ccccc3)C(=O)C21 (centres undefined)	-2.4	-9.7	-4.1	0.2	i	4.8	5.0	0.0	-2.4
Cc1ccc(-c2cc(N)on2)cc1	0.1	-4.1	5.8	-2.1	i	-8.0	4.9	0.1	-1.8
Cc1ccccc1N(CC(=O)N1CCOCC1)S(C)(=O)=O	-1.1	-9.8	4.6	7.0	i	-13.0	4.7	-0.7	-14.7
Cc1noc(C)c1COC(=O)c1ccc(N(C)C)cc1	1.5	0.0	3.7	-0.4	i	-8.7	-0.3	1.9	-3.4
CCOC(=O)C(O)(CCC(O)(C(=O)OCC)C(=O)OCC)C(=O)OCC	-1.3	-8.3	-2.0	-1.0	i	-1.8	1.2	-0.6	-9.2
COc1ccc(N2CCN(Cc3nc4c(c(=O)n(C)c(=O)n4C)n3CCc3ccccc3)CC2)cc1	4.6	20.3	-2.9	-8.5	i	-0.3	-2.9	0.4	-8.7
O=C(O)C1(S(=O)(=O)CCC(F)=C(F)F)CC1	0.4	2.6	8.4	0.9	i	1.1	2.3	-0.3	-4.5
O=C(Cn1cc([N+](=O)[O-])cn1)NCc1cc2ccccc2[nH]1	2.5	19.6	-1.4	9.2	i	-26.3	-0.4	-0.4	3.9
CC/C(=N\NC(=O)CSCc1ccccc1Br)c1ccc2c(c1)OCCO2	5.6	1.9	-6.7	0.0	i	1.3	-0.8	-0.1	0.8
COc1cc(/C=C/c2cc[n+](C)cc2)ccc1OCC(=O)Nc1ccccc1	-1.1	-7.5	-8.7	-2.5	i	-6.3	-6.1	1.8	-1.4
CC1CCCC(NC(=O)CN2C(=O)NC(Cc3c[nH]c4ccccc34)C2=O)C1C (centres undefined)	6.8	-5.1	-0.5	-1.2	i	-0.3	-1.6	-1.5	-2.1
CCOC(=O)c1sc2nc(C)[nH]c(=S)c2c1C	-1.1	-1.0	-36.7	4.8	i	-1.9	-19.0	0.5	-2.7
COc1cc(C)ccc1S(=O)(=O)NC(=O)C1(C)CCN1C(=O)c1ccc(C2CCCCC2)cc1 (centres undefined)	0.7	-12.1	-2.1	-4.8	i	-9.7	0.1	-0.4	-6.7
CCn1c(Cc2c(C)[nH]c3ccccc23)nnc1SCC(=O)NCc1ccccc1	2.1	-8.6	5.7	1.6	i	-3.6	-0.9	0.9	-1.1
Cc1ccc(S(=O)(=O)CC(=O)Nc2c(C)n(C)n(-c3ccccc3)c2=O)cc1	3.1	-6.0	1.2	5.7	i	-1.7	0.4	-0.6	-1.6
CCOC(=O)/C(C#N)=C1\CCCN1CC(N)=S	0.6	-8.4	-0.4	-2.5	i	-9.3	1.1	-1.7	-3.8
O=[N+]([O-])c1ccccc1/C=N/n1c(-c2ccccc2)n[nH]c1=S	-2.0	0.9	1.5	29.4	i	-9.4	-2.5	-0.5	2.5
O=C(NCCCN1CCOCC1)c1onc(CSc2ccccc2)c1C(=O)NCCCN1CCOCC1	4.4	-12.0	-5.2	-19.4	i	6.3	-1.6	-0.6	-0.7

Another view of some results above.
Cc1ccccc1N(CC(=O)N1CCOCC1)S(C)(=O)=O
  MT1-MMP act inh = -1.1 | FAS TE block = -9.8 | CendR NRP1 mod = 4.6 | SKN-1 block = 7.0 | Neddyl block = i | eLon inh = -13.0 | Rin1-Abl PPI inh = 4.7 | MsrA inhibitor = -0.7 | MsrA act = -14.7

O=C(Nc1cccc(O)c1)c1ccc(C(=O)c2ccccc2)o1
  MT1-MMP act inh = 1.7 | FAS TE block = -4.4 | CendR NRP1 mod = -0.2 | SKN-1 block = 1.9 | Neddyl block = i | eLon inh = -9.4 | Rin1-Abl PPI inh = 1.2 | MsrA inhibitor = 0.6 | MsrA act = -4.8

Additional results:
SMILES	MT1-MMP act inh	FAS TE block	CendR NRP1 mod	SKN-1 block	Neddyl block	eLon inh	Rin1-Abl PPI inh	MsrA inhibitor	MsrA act
C/C(=N\NC(=S)NC1CCCCC1)c1ccccc1	-1.9	8.9	6.3	0.9	i	13.3	-1.4	-0.1	1.3
O=S(=O)(NC1=NCCCCC1)c1ccc2ccccc2c1	3.5	-7.5	-1.0	2.6	i	-8.9	1.6	-1.2	9.0*
Cn1c(CCNC(=O)c2cccs2)nnc1SCC(=O)N1CCN(c2ccccc2)CC1	-0.2	-6.8	-8.9	3.0	i	-5.8	1.4	1.7	-4.1
COc1ccccc1CNC(=O)COC(=O)c1cc(C)oc1C	2.6	-3.9	0.4	-2.5	i	-13.6	-1.0	-0.6	-7.6
Cc1ccc(CN2C3CCCC2CC(NC(=O)c2ccc(C)cc2)C3)cc1 (centres undefined)	5.2	-2.1	8.7	-8.3	i	-4.2	4.0	0.6	-4.2
OC1CCN(C(=S)Nc2ccc(Nc3ccccc3)cc2)CC1	4.1	1.3	1.8	5.4	i	-0.4	0.0	-0.1	-1.6
Cc1ccccc1Nc1nc(N)nc(CSc2nc3ccccc3c(=O)n2C)n1	7.8	5.5	13.7	-8.8	i	0.0	-25.5	0.8	-4.7
Cc1noc2ncnc(Oc3ccc(Cl)cc3Cl)c12	-0.4	2.6	-8.2	-11.4	i	-2.0	1.3	3.1	-5.5
CCOc1ccccc1C(=O)Nc1nnc(CC)s1	-2.5	-9.9	-1.9	-14.1	i	-11.8	1.9	1.2	2.6
COc1ccc2nc(NC(=O)CSc3nnc(N)s3)sc2c1	4.8	-4.7	-20.2	7.2	i	-0.1	1.9	-0.9	4.3
COc1ccc(C(=O)Nc2ccc(NC(=O)CSc3nnc(-c4ccncc4)n3C)cc2)cc1	-0.7	-5.2	-10.0	-2.7	i	-1.2	-0.1	1.1	-3.1
COc1cccc2c1C(=O)CC1C2CCC2CC(=O)CCC21C (centres undefined)	-3.4	-2.3	4.0	-2.1	i	-1.1	-4.6	1.2	-3.3
Fc1ccc(-n2nnc(-c3cccnc3)n2)cc1	-5.9	-7.4	26.9*	56.2*	i	-2.6	5.3	0.5	-4.4
O=C(COC(=O)CSc1ccc([N+](=O)[O-])cc1)NCc1cccs1	5.0	0.7	-4.1	-4.6	i	-13.1	-1.1	1.8	2.1
CCn1ncc2c(OCc3ccc(C#N)cc3)cc(C)nc21	-4.7	17.5	4.8	6.2	i	-6.4	0.5	-0.7	-12.9
CCCc1nc2c(s1)CCc1onc(-c3ccc(Br)cc3)c1-2	.	12.9	-10.6	9.1	i	2.0	3.4	-0.9	-1.9
COC(CNC(=O)c1ccc2c(c1)nc(C)n2-c1cccc(C)c1)OC	1.1	-4.6	7.4	25.4	i	12.6	0.8	-0.1	1.4
CCOC(=O)N1CCN(C(=O)Nc2sc3nc4n(c(=O)c3c2C)CCC(C)CC4)CC1 (centres undefined)	-7.1	-30.7	-11.0	4.1	i	2.4	3.8	1.4	-6.8
NC(=O)C1CCCN(CC(=O)N2CCN(c3ccccc3)CC2)C1 (centres undefined)	1.7	-4.2	4.8	-8.3	i	-1.6	2.3	-1.4	-1.7
Cc1ccc(N2CC(C(=O)N/N=C/c3c(F)cccc3Cl)CC2=O)cc1 (centres undefined)	-1.4	-1.7	18.5	-13.2	i	-1.6	-1.6	1.1	-0.4

Some values from the list.
Reading of Cc1ccccc1Nc1nc(N)nc(CSc2nc3ccccc3c(=O)n2C)n1 under SKN-1 block: -8.8
Reading of CCOC(=O)/C(C#N)=C1\CCCN1CC(N)=S under CendR NRP1 mod: -0.4
Reading of Cc1ccc(S(=O)(=O)CC(=O)Nc2c(C)n(C)n(-c3ccccc3)c2=O)cc1 under Rin1-Abl PPI inh: 0.4
Reading of CCN(CC)S(=O)(=O)c1ccc(Cl)c(NC(=O)COc2ccc(OC)cc2)c1 under eLon inh: 9.7
Reading of O=C(Nc1cccc(O)c1)c1ccc(C(=O)c2ccccc2)o1 under MsrA act: -4.8
Reading of COc1cccc2c1C(=O)CC1C2CCC2CC(=O)CCC21C (centres undefined) under MT1-MMP act inh: -3.4

High-throughput results (PubChem)
